Screening data as filed in PubChem BioAssay.
PLCb3 inh = PLC-beta3 (human) inhibition, primary screen; Purified PLC-beta3, fluorogenic substrate, fluorescence; inhibition, % at 12.2 µM; hit rate 0.18% among 370,000; in the data active = inhibition above about 11%;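 also: 0% = median of compound wells on plate and 100% = full blocker control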
ADAM10 inh = inhibitors of human ADAM10. O14672. recombinant ADAM10, EDANS/DABCYL FRET peptide cleavage, 3 h. inhibition, % at 7 µM. hit rate 0.62% among 370,000. AID 720582;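 active = inhibition above a per-campaign cutoff equal to the mean of compounds falling between control-based bounds plus 3 SD, cut at about 20% in these data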;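 also: 0% = DMSO wells while the 100% control is not disclosed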
Target sequence (O14672 214-748 limits assumed): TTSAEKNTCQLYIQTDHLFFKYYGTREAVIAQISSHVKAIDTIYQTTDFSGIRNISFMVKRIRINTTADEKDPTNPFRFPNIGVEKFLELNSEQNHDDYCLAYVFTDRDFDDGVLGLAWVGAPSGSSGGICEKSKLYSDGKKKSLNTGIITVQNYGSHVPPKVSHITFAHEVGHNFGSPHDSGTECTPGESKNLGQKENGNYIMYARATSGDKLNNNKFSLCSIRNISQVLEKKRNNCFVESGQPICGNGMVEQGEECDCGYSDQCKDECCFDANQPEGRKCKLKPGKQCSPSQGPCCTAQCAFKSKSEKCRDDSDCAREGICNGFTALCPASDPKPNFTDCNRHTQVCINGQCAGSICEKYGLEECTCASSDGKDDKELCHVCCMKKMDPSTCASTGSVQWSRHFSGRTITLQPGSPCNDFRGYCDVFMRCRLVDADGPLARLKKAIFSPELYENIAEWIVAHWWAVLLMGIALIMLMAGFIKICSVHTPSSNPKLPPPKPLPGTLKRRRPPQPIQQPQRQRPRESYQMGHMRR
DAX1 inh-1 = inhibits human nuclear receptor DAX1; HEK293 Gal4-DAX1 luciferase reporter, luminescence; inhibition, % at 6.75 µM; P51843; hit rate 0.99% among 340,000; AID 504766;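 active = inhibition above the mean over all tested compounds plus 3 SD, cut at about 4.2% in these data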;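 also: 0% = DAX1-transfected cells with DMSO and 100% = empty-vector control cells with DMSO; inhibition shows as a rise in luminescence from relieved DAX1 repression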
Target sequence (P51843 207-470 limits assumed): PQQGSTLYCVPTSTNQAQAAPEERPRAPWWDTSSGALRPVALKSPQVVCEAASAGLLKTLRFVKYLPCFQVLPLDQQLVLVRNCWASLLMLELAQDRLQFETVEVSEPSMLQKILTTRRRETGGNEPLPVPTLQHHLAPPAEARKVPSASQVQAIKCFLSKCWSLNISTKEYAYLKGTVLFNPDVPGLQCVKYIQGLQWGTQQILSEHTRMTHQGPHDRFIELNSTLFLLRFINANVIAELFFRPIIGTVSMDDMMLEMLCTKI
DAX1 inh-2 = inhibitors of DAX1 repression of SF-1 activated StAR promoter | HEK293T StAR-luciferase reporter, SF-1/DAX-1 repression relief | inhibition, % at 6.8 µM | hit rate 1.1% among 370,000 | AID 652010;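 active = inhibition above the mean over all tested compounds plus 3 SD, cut at about 3.6% in these data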;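 also: 0% = DAX-1 cells with DMSO and 100% = cells lacking DAX-1 with DMSO; higher inhibition means more luminescence from relief of DAX-1 repression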
hcDAF12 agonist = activates DAF-12 receptor from parasite H. contortus. HEK293 hcDAF-12 lit1-tk-luc reporter, luminescence; 0% DMSO, 100% Δ7-dafachronic acid. activation, % at 6.8 µM. hit rate 1.4% among 370,000;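 active = activation above the mean of all tested compounds plus 3 SD, cut at about 5.5% in these data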;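 also: 100% = response to 3 µM Δ7-dafachronic acid high control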
HGIII-sPLA2 inh = Inhibits HGIII-sPLA2 liposome hydrolysis, primary screen | Q9NZ20 | hit rate 0.56% among 370,000 | inhibition, % at 12.2 µM | QFRET BODIPY PC-A2 liposome hydrolysis, fluorescence;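 active = inhibition above mean plus 3 SD of compounds lying within the high and low control bounds, cut at about 19% in these data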;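 also: 0% = median of test compound wells and 100% = no enzyme DMSO wells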
ssDAF12 agonist = S. stercoralis DAF-12 activation, primary screen | activation, % at 6.8 µM | AID 652126 | HEK293 ssDAF-12/GRIP1 lit1-tk-luc reporter, luminescence; % of 3 µM dafachronic acid response | hit rate 1% among 370,000;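 active = activation above the mean over all tested compounds plus 3 SD, cut at about 0.9% in these data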;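 also: 0% = DMSO-only wells and 100% = 3 µM delta7-dafachronic acid wells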
GAA850 FXN act = increases GAA850 frataxin promoter reporter activity. activation, % at 6 µM. hit rate 0.56% among 360,000. HEK293 lucGAA850 FXN promoter luciferase reporter, 24 h; percent of 10 µM SAHA response;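 active = activation above the average of all compounds screened plus 3 SD, cutoff fixed separately per campaign, cut at about 7.5% in these data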;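 also: 0% = DMSO wells and 100% = 10 µM SAHA wells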
hgDAF-12 ag = agonists of H. glycines DAF-12 nuclear receptor; hit rate 1.8% among 370,000; AID 687014; activation, % at 6.8 µM; HEK293 GAL4-hgDAF12 UAS-luciferase reporter, agonist luminescence; normalized to butyrate control;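 active = activation above a cutoff set at the mean of all screened compounds plus 3 SD, cut at about 10% in these data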;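 also: 0% = DMSO wells and 100% = sodium butyrate wells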
PLCg1 inh = PLC-gamma1 (human) inhibition, primary screen; P19174; purified PLC-gamma1, fluorogenic substrate, fluorescence; inhibition, % at 12.2 µM; hit rate 0.84% among 370,000; in the data active = inhibition above about 9.5%
ADAM17 inh = inhibitors of human ADAM17. inhibition, % at 6.95 µM. recombinant ADAM17, EDANS/DABCYL FRET peptide cleavage. AID 720648. hit rate 0.83% among 370,000;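 active = inhibition above the mean of compounds lying between control limits plus 3 SD, set per campaign, cut at about 8.5% in these data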;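 also: 0% = DMSO-only wells as the low control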
Starred values were filed as active, the others as inactive; i = inactive; / = not tested or not shown.

SMILES | PLCb3 inh | ADAM10 inh | DAX1 inh-1 | DAX1 inh-2 | hcDAF12 agonist | HGIII-sPLA2 inh | ssDAF12 agonist | GAA850 FXN act | hgDAF-12 ag | PLCg1 inh | ADAM17 inh
CC1CCCCN1C(=O)CCNC(=O)Cn1cnc2ccccc2c1=O (centres undefined) | -7 | 3 | 0.6 | 0.1 | -1.9 | 2 | -1.4 | 1.0 | 1.2 | 4 | 1
Cc1cc(N2CCCCC2)nc2c(C)cccc12 | 0 | -19 | -0.7 | -0.4 | 1.7 | 6 | -0.1 | 1.5 | -1.4 | -1 | -7
COc1cccc(/C(C)=N/Nc2ncc(Cl)cc2Cl)c1 | -8 | -3 | 0.2 | 0.6 | 4.7 | 4 | -0.1 | 4.4 | 5.7 | -3 | 1
O=C(N=Nc1c(O)[nH]c2ccccc12)c1ccccc1NS(=O)(=O)c1cccs1 | -2 | 12 | -1.1 | -0.2 | -0.9 | -7 | -0.1 | 2.3 | 2.2 | 2 | 2
CCOc1ccc(C(C)=O)cc1Cc1c(O)nc(N)[nH]c1=O | 4 | -3 | / | 0.0 | -2.2 | 2 | -1.5 | / | -0.3 | 3 | 0
Cc1cc(C)c2nc(SCC(=O)NC(=O)c3cccn3C)cc(C)c2c1 | -10 | -2 | 0.3 | 0.9 | -1.1 | -4 | -1.6 | 0.8 | -0.9 | -7 | 0
CC(C)(C)c1ccc(C(=O)NCc2ccccc2)cc1 | 1 | 15 | 2.0 | 1.6 | 1.6 | -2 | -1.2 | 2.9 | 10.0 | 4 | 5
CC(=O)c1cc(-c2ccccc2)n(CC(=O)Nc2cccc(C)c2C)c1C | 4 | -2 | 0.0 | -0.3 | -1.7 | -1 | -1.4 | 4.6 | 1.6 | -1 | 0
Cc1n[nH]c(C)c1S(=O)(=O)N1CCN(S(=O)(=O)c2ccccc2C#N)CC1 | -8 | -7 | 0.1 | -0.7 | -0.9 | 6 | -1.2 | 1.6 | -2.0 | -1 | -2
CN(C)c1ccc(-n2cccc2/C=C2/SC(=Nc3ccc(F)cc3)NC2=O)cc1 | 3 | -4 | 0.9 | 0.3 | -0.1 | -1 | -1.3 | -0.6 | 0.3 | 0 | 0
O=c1c2ccccc2n2c(-c3ccc(F)cc3)nnc2n1Cc1ccccc1 | 4 | -2 | 0.2 | -0.2 | 0.6 | -5 | -0.8 | 2.8 | -0.8 | 2 | -1
O=C1CN(S(=O)(=O)c2ccccc2)CCN1S(=O)(=O)c1ccccc1 | 3 | 5 | 0.1 | 0.1 | -0.3 | 2 | -0.5 | 0.7 | -0.5 | 3 | 3
Cc1cccc(C(=O)Nc2ccc(N3CCN(S(C)(=O)=O)CC3)cc2)c1 | 1 | -2 | -0.4 | 1.1 | -0.2 | 1 | 0.1 | 6.2 | 11* | 4 | -1
Cc1ccc(S(=O)(=O)Oc2cc(N)c3c(n2)CCC3)cc1 | -34 | -17 | 0.0 | 0.4 | -1.5 | 13 | -1.4 | 1.2 | -1.2 | -28 | -9
CN(C)S(=O)(=O)c1cccc(NC(=O)COC(=O)c2cc(=O)c3ccccc3o2)c1 | -10 | -9 | 2.1 | 0.3 | -2.2 | 6 | -1.4 | 1.2 | -3.1 | 2 | -6
CN1CCN(C(=O)c2cc3nc(-c4ccco4)cc(C(F)(F)F)n3n2)CC1 | i | -440 | -1.1 | -0.4 | -2.0 | -5 | -1.3 | -0.3 | 0.0 | i | -146
O=C(NC1CCCC1)[C@@H]1CCCN1C(=O)[C@@H](NS(=O)(=O)c1ccc(F)cc1F)c1ccccc1 | 1 | -12 | / | -0.7 | 0.7 | 6 | -0.8 | / | -3.5 | -3 | -4
O=C(NC(=S)Nc1ccccc1Br)c1cccnc1 | -3 | -1 | 0.1 | -0.4 | 0.9 | 7 | -1.4 | 0.7 | 1.4 | 2 | 0
COc1ccc(/C=C/C(=O)OCC(=O)N2c3ccccc3CC2C)c(OC)c1 (centres undefined) | 2 | -1 | -0.7 | 0.1 | 1.3 | -2 | -2.0 | 0.9 | -2.5 | 4 | 1
C[C@H](CO)N1C[C@H](C)[C@@H](CN(C)Cc2cncnc2)Oc2cc(Br)ccc2S1(=O)=O | 5 | 0 | -0.3 | -0.3 | -1.7 | 2 | -1.5 | -1.1 | 0.9 | 1 | 2
CC1=C(C(=O)OCCOC(C)C)C(c2cccc3ccccc23)NC(=O)N1 (centres undefined) | -8 | 1 | -2.5 | 0.4 | 0.7 | -5 | -0.7 | 0.6 | 0.4 | -1 | 3
O=C(Nc1ccc2c(c1)ncn2C1CCCCC1)c1ccco1 | 1 | -9 | 0.6 | 0.1 | 0.6 | 3 | -0.2 | 4.9 | 2.3 | 2 | -3
Cc1ccc(C(=O)CCC(=O)Nc2cccnc2)cc1C | 3 | 4 | 0.0 | 1.4 | -0.3 | 0 | -0.7 | 0.1 | 0.0 | 4 | 2
CCOc1ccc(C(=O)OCC(=O)N2CCCC2)cc1OCC | -1 | -3 | 0.0 | -0.1 | 0.2 | -2 | -0.7 | -0.7 | -3.3 | 1 | 0
O=c1c2ccccc2oc2cc(NCCCN3CCOCC3)ccc12 | i | i | 2.5 | 3.0 | 3.6 | 0 | 0.2 | 5.4 | 12* | i | i
CCC/C(O)=C1\C(=O)CC(c2ccccc2)CC1=NCCc1c(C)[nH]c2ccc(C)cc12 (centres undefined) | 0 | -3 | 2.1 | -0.3 | -1.0 | 2 | -1.1 | 0.3 | 0.0 | 1 | -3
Cc1ccccc1NS(=O)(=O)c1ccc(C(=O)N2CCCC2)cc1 | 0 | -3 | 0.8 | -1.1 | 1.4 | 6 | -0.8 | -1.0 | -1.7 | -3 | -1
Cc1ccc(S(=O)(=O)N[C@H](C(=O)OCC(=O)NC(=O)C2CCCCC2)C(C)C)cc1 | 1 | -2 | 0.3 | -0.4 | 0.3 | -16 | -0.9 | 0.9 | 0.1 | 0 | -2
Cc1onc(-c2c(Cl)cccc2Cl)c1C(=O)Nc1ccc(N2CCOCC2)cc1 | -1 | 0 | 4.1 | -0.2 | -1.6 | -2 | -1.1 | -0.6 | -1.6 | 0 | -3
C[C@H]1CN([C@@H](C)CO)C(=O)CCCn2cc(nn2)CO[C@@H]1CN(C)C(=O)Nc1ccc(N2CCN(C)CC2)cc1 | 0 | -11 | 2.0 | 1.0 | 0.2 | 12 | -0.7 | 1.4 | 1.1 | 1 | -4
COc1ccccc1NC(=O)/C(C#N)=C/c1c(C)nn(-c2ccc(F)cc2)c1Cl | 0 | 0 | 1.0 | -0.2 | 0.1 | -1 | -1.4 | 1.0 | 0.5 | 0 | -1
Cc1ccc(C(=O)COC(=O)CN2C(=O)C3CC=CCC3C2=O)cc1[N+](=O)[O-] (centres undefined) | -8 | -4 | 0.4 | -2.1 | -1.0 | -3 | -1.4 | 3.0 | 0.1 | 1 | -5
CCOc1cc(/C=N/NC(=S)Nc2ccccc2C(F)(F)F)ccc1OCC(=O)N1CCOCC1 | -3 | 16 | -2.9 | -1.6 | -3.7 | -20 | -2.2 | 0.0 | -4.8 | 5 | 5
Cc1cc(NC(=O)c2cc3n(n2)C(C(F)(F)F)CC(c2ccco2)N3)n(-c2ccccc2)n1 (centres undefined) | 3 | 18 | -1.4 | -1.0 | -1.3 | -7 | -2.2 | -2.2 | -2.0 | 1 | 2
Brc1ccc(C2Nc3cccc4cccc(c34)N2)cc1 | -16 | -6 | 1.4 | -0.7 | 0.7 | 2 | -0.2 | 1.7 | -2.1 | -6 | -4
CC(C)(C)OC(=O)N1CCCC(C(=O)Nc2ccc(C(=O)N3CCOCC3)cc2)C1 (centres undefined) | 2 | -4 | 2.2 | 0.4 | 0.8 | 0 | -1.1 | 1.6 | -0.6 | 3 | -1
CCN(CC(=O)Nc1ccc(NC(C)=O)cc1)C(=O)c1cccc(Oc2ccccc2)c1 | -8 | -10 | 0.9 | -0.4 | -2.7 | 7 | -0.7 | -0.2 | -2.1 | 1 | 3
COc1ccc(-c2cc(C(=O)Nc3ccc(S(=O)(=O)Nc4ncccn4)cc3)c3ccccc3n2)cc1 | -67 | -7 | 1.2 | 0.2 | -0.1 | 0 | -0.9 | 3.2 | 0.0 | -39 | -9
COc1ccccc1C(=O)Nc1cccc(Oc2c(F)c(F)c(F)c(F)c2F)c1 | -9 | -3 | / | -0.7 | -2.3 | 5 | -1.5 | 1.4 | 1.3 | 2 | -1
O=C(Nc1ccccn1)c1ccco1 | -1 | -16 | 2.8 | 1.2 | 8.5* | 1 | -0.9 | 1.5 | 3.2 | -1 | -4
COc1ccc(NC(=O)C2CC(=O)N(c3ccccc3Cl)C2)c(OC)c1 (centres undefined) | -11 | -6 | -0.4 | -0.2 | -2.1 | 9 | -1.1 | 1.4 | -1.1 | 1 | -1
O=C(Cn1c(=O)cnc2ccccc21)Nc1cc(Cl)ccc1N1CCOCC1 | -24 | -25 | -1.5 | -0.8 | -0.7 | -1 | -0.8 | 0.9 | 2.3 | -15 | -7
COC(=O)c1cc(S(=O)(=O)Nc2cccc(OC)c2)cn1C | -1 | -3 | 0.7 | -1.4 | -2.5 | -7 | -1.6 | -0.1 | -1.3 | 0 | 1
NC(=O)c1ccc[n+](Cc2ccc(-c3ccccc3)cc2)c1 | -3 | -2 | 0.5 | -0.3 | -0.5 | 1 | -1.2 | 0.4 | -1.1 | 3 | 0
CN(C(=O)CCN1C(=O)S/C(=C\c2ccccc2)C1=O)C1CCS(=O)(=O)C1 (centres undefined) | -5 | 5 | 0.6 | 0.9 | 1.2 | 0 | -1.4 | 2.1 | -0.8 | 3 | -3
COc1ccc2c(c1)C(NC(=O)C(F)(F)F)CC21CCCCC1 (centres undefined) | 2 | 4 | / | 0.2 | 0.5 | 1 | -0.8 | / | -1.2 | -1 | -1
CCn1c(SCC(=O)N2CCCc3ccccc32)nnc1-c1cccs1 | 0 | -2 | -0.8 | -0.3 | 0.0 | -1 | -0.5 | 0.1 | 0.2 | -2 | -5
C=CCOc1ccc(C2C(C(=O)c3ccc(C)o3)=C(O)C(=O)N2Cc2cccnc2)cc1 (centres undefined) | -19 | -5 | 1.6 | -0.4 | -0.9 | -9 | -1.0 | 0.8 | 2.2 | -9 | -4
O=C(O)c1cccc(S(=O)(=O)Nc2ccc(O)cc2Sc2nc3ccccc3s2)c1 | -3 | 10 | -0.1 | 1.3 | 2.0 | -7 | -0.8 | 1.7 | 1.5 | 0 | 1
C[C@H]1CN([C@@H](C)CO)C(=O)CCCn2nncc2CO[C@@H]1CN(C)C(=O)c1ccccc1 | -2 | -13 | 2.2 | 0.1 | 0.9 | 15 | -0.9 | -0.4 | 0.3 | 0 | -4
